# Bioassay records (PubChem BioAssay)
# GPR151 ag: activates the human receptor GPR151. Q8TDV0. PathHunter beta-arrestin GPR151 cells, luminescence. activation, % at 11.2 µM. 650,000 tested, 1% active; in the data active means activation above about 4.9%;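 further: 0% = median of compound wells and 100% = cells with positive control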
# TEAD-YAP inh: TEAD-YAP interaction inhibition; inhibition, % at 9.12 µM; HEK-TIYL cells, TEAD-Gal4/YAP UAS-luciferase luminescence; 640,000 tested, 1.4% active; AID 1259422; in the data active means inhibition above about 32%;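 further: 0% = median of test compound wells and 100% = reference inhibitor wells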
# MITF inh: blocks human microphthalmia-associated transcription factor; O75030; AlphaScreen MITF homodimerization, bead proximity signal; inhibition, % at 2.6 µM; 650,000 tested, 0.91% active; AID 1259374; in the data active means inhibition above about 50%;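 further: 0% = vehicle wells with protein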
# FBW7 act: activators of human E3 ligase FBW7. 650,000 tested, 0.13% active. normalized activity (activation), % at 26.1 µM. Q969H0. AID 1259310. AlphaScreen FBW7–phospho-cyclin E peptide binding, activator screen; in the data active means normalized activity above about 1.9%;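 further: purified mutant Fbw7 with reduced substrate affinity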
# Target sequence (Q969H0 whole entry, looked up): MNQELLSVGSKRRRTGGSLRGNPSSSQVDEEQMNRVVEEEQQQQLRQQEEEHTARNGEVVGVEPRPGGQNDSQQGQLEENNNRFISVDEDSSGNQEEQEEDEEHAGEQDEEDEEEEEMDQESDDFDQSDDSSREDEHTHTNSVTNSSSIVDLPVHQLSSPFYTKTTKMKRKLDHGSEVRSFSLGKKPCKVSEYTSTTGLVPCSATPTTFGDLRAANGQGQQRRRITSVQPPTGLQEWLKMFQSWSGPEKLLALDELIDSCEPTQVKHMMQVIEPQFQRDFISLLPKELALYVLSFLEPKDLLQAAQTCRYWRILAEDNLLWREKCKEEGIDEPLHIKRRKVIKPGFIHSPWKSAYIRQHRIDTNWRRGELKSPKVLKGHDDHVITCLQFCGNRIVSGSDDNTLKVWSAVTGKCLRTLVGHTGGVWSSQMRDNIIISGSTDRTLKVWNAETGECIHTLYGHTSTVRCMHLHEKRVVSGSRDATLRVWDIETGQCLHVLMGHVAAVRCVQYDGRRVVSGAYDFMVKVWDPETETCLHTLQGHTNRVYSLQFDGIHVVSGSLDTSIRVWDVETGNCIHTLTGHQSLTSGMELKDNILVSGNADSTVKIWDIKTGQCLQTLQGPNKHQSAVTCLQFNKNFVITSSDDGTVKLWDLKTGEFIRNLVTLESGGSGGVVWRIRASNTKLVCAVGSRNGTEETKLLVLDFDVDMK
# Active calls of the source: *.
# Start of the data: the first 2 entries, to show the layout:
SMILES	GPR151 ag	TEAD-YAP inh	MITF inh	FBW7 act
CCN(CC)Cc1c(O)ccc2c(C)c(C)c(=O)oc12	-0.6	7	0	0.0
Cc1ccc(-c2nnc(Nc3cccc(C(F)(F)F)c3)c3ccccc23)cc1S(N)(=O)=O	1.5	20	2	0.1

# Results, from the first entry:
SMILES	GPR151 ag	TEAD-YAP inh	MITF inh	FBW7 act
CCN(CC)Cc1c(O)ccc2c(C)c(C)c(=O)oc12	-0.6	7	0	0.0
Cc1ccc(-c2nnc(Nc3cccc(C(F)(F)F)c3)c3ccccc23)cc1S(N)(=O)=O	1.5	20	2	0.1
COc1ccc(N(CC(=O)NC2CCCCCC2)S(C)(=O)=O)cc1Cl	-0.8	3	16	0.1
COc1ccc(N2C(=O)CC(N(Cc3ccc4c(c3)OCO4)C(=O)c3cccc(F)c3)C2=O)cc1 (configuration not stated)	0.4	-1	-11	0.0
CC1CCCC(C)N1C(=O)COC(=O)C12CC3CC(CC(C3)C1)C2 (configuration not stated)	-0.7	-2	4	0.0
O=C(Nc1cc(Cl)cc(Cl)c1)c1ccc(F)c(S(=O)(=O)N2CCc3ccccc3C2)c1	1.9	-10	2	0.0
Cc1c(CNCc2ccccn2)c(C(=O)O)c(C)n1Cc1ccccc1F	-0.1	3	21	-0.5
CC(C)c1ccc(NC(=O)NC2CCCCC2)cc1	0.1	-54	2	0.5
c1ccc2c(N3CCOCC3)c3c(nc2c1)CCC3	1.7	-7	4	0.0
COc1ccc(NCC(=O)Nc2ccc(Cl)cc2C)c(OC)c1	3.4	15	7	-0.2
Cc1nc(-c2c(C(F)(F)F)oc3c4c(ccc3c2=O)OCCCO4)cs1	-2.9	24	20	0.6
O=C(c1ccccc1)c1cccc(NC(=O)C2CCCCC2)c1	0.0	-14	-1	0.1
COCCNC(=O)c1ccc(-c2cc(C)cs2)nc1N(C)C	-1.6	-55	-7	0.0
COc1cccc(-n2c(=S)sc3c2nc(SCC(=O)N2CCCC2)n2c4ccccc4nc32)c1	-1.5	-10	-8	0.0
COc1ccc(C2CCN(CC(=O)NC(C)(C)C)CC2)cc1	0.7	-6	38	-0.2
CC(C)(C)c1ccc(C(=O)NC(=S)Nc2cc(-c3nc4ncccc4o3)ccc2Cl)cc1	5.1*	-42	-10	0.1
CCOC(=O)N1CCC(N(CCOC)C(=S)Nc2ccccc2F)CC1	-0.7	-6	-9	0.1
COCCNC(=O)CN(C(=O)CCC(=O)Nc1ccccn1)c1ccc(F)cc1	0.3	1	0	0.0
CC1CCCCN1C(=O)CSc1nc2ccccc2n1CC(=O)N1CCCCC1 (configuration not stated)	-0.5	5	16	0.2
CC(C)N(Cc1ccccc1)C(=O)CN1C(=O)NC(C)(c2ccc([N+](=O)[O-])cc2)C1=O (configuration not stated)	-0.7	3	7	-0.1
O=C1CC(N2CCN(c3nc4ccccc4s3)CC2)C(=O)N1c1ccc(F)cc1 (configuration not stated)	-1.2	12	9	-0.1
Cc1ccc(C(=O)Oc2cc(N)n(S(=O)(=O)c3ccccc3)n2)cc1	1.7	4	11	0.1
Cc1cccc(CN2CCc3nnc(C(C)NC(=O)c4ccco4)n3CC2)c1 (configuration not stated)	1.4	2	-18	-0.1
Cc1cccn2c(CN3CCCCC3c3cccnc3)c(C(=O)N3CCCCC3)nc12 (configuration not stated)	-0.4	-4	1	0.0
Cc1cc(-n2c(SCC(=O)Nc3ccccc3C(F)(F)F)nc3ccsc3c2=O)ccc1Cl	-0.6	6	9	0.1
C=CCOC(=O)/C(C#N)=C/c1cc(Br)ccc1OC	0.4	15	0	-0.2
CCCCC(CC)CNC(=O)C(=O)NCc1ccccc1 (configuration not stated)	-1.5	-1	2	-0.1
CCc1ccc(Oc2nc3ccccn3c(=O)c2/C=C(\C#N)C(=O)NCC2CCCO2)cc1 (configuration not stated)	-6.4	6	7	0.0
CCOC(=O)NCc1ccc(OC)cc1	-1.0	1	0	0.0
Cc1c(C(=O)CC#N)sc2ccc(Cl)cc12	2.0	-3	0	-0.2

# Sorted by SMILES length (ascending): part of the list above.
SMILES	GPR151 ag	TEAD-YAP inh	MITF inh	FBW7 act
Cc1cccc(CN2CCc3nnc(C(C)NC(=O)c4ccco4)n3CC2)c1 (configuration not stated)	1.4	2	-18	-0.1
O=C1CC(N2CCN(c3nc4ccccc4s3)CC2)C(=O)N1c1ccc(F)cc1 (configuration not stated)	-1.2	12	9	-0.1
CCc1ccc(Oc2nc3ccccn3c(=O)c2/C=C(\C#N)C(=O)NCC2CCCO2)cc1 (configuration not stated)	-6.4	6	7	0.0

# Following part
SMILES	GPR151 ag	TEAD-YAP inh	MITF inh	FBW7 act
Cc1ccc(NC(=O)CC(NC(C)C)C(=O)O)cc1 (configuration not stated)	-0.7	-4	-17	0.1
Cc1ccc(NC(=O)c2c(-c3ccccc3)noc2C)nc1	-1.2	20	19	0.4
Cc1ccc(S(=O)(=O)CC2CSc3nnc(C)c(=O)n32)cc1 (configuration not stated)	0.0	5	-3	-0.1
C/C(=N/NC(N)=S)C(C)(C)CC(=O)O	0.3	0	-8	-0.8
COc1ccc(NC(=S)NCCc2ccc(OC)c(OC)c2)cc1	0.7	-1	3	0.0
CCOc1ccc(N2C(=O)NC(=O)/C(=C/c3ccc(OC)c(C(=O)O)c3)C2=O)cc1	2.4	5	11	0.1
N#Cc1cc(C#N)c(SCC2COc3ccccc3O2)nc1N (configuration not stated)	-1.4	-66	20	1.0
COc1ccc(/C=C/C(=O)N(C)C2CCN(C)CC2)c(OC)c1	1.1	-16	-4	-0.3
CCOC(=O)CSc1nnc(CNC(=O)C23CC4CC(CC(C4)C2)C3)n1-c1cccc(F)c1	2.8	-9	16	0.1
Cc1ccc(C)c(N2CCN(C(=O)c3ccc(S(=O)(=O)c4ccc(Br)cc4)c([N+](=O)[O-])c3)CC2)c1	4.1	2	5	-0.1
O=[N+]([O-])c1ccc(S(=O)(=O)N2CCN(Cc3cccc(Br)c3)CC2)cc1	1.0	-7	77*	-0.2
CC1CCN(C(=O)Cn2nnc(-c3ccc(N)cc3)n2)CC1	-0.8	-1	1	0.0
O=C(Nc1ccc(N2CCC(NC3CC3)CC2)cc1)c1cccc(Cl)c1	-1.7	18	-1	-0.1
CC1CN(C(=O)COc2ccc([N+](=O)[O-])cc2)CC(C)O1 (configuration not stated)	-0.3	5	-4	-0.1
CCOc1cc(C2C3=C(CCCC3=O)Nc3nc(-c4ccccc4)nn32)ccc1O (configuration not stated)	-1.4	0	5	0.0
Cc1ccc(OCCn2cnc3c(N)ncnc32)cc1	0.1	-45	-2	0.1
COc1cc(C)nc(N2CCC(C(=O)Nc3ccccc3OC)CC2)n1	-0.3	-1	14	0.3
COc1ccc(C2/C(=C(/O)c3ccccc3)C(=O)C(=O)N2CCCN2CCOCC2)c(OC)c1 (configuration not stated)	1.4	-6	-6	0.0
COc1ccc(S(=O)(=O)NCC2CCC(C(=O)N3CCOCC3)CC2)cc1 (configuration not stated)	0.8	4	3	0.1
COC(=O)c1c(C)oc2ccc(N(C(=O)Oc3ccccc3)S(=O)(=O)c3ccc(Br)cc3)cc12	-1.3	-3	0	-0.1
Cc1nn(CC(=O)N2CCN(C3CCCCC3)CC2)c(=O)c2cc3sccc3n12	1.6	-3	-3	-0.4
CCC(C)NC(=O)CCCn1c2ccccc2c2cn[nH]c(=O)c21 (configuration not stated)	2.6	3	2	-0.1
CC1Oc2ccccc2N(CC(=O)NCC(N)=O)C1=O (configuration not stated)	1.0	5	3	-0.3
CCC(C)(C(=O)NC1CCCC1)N(C(=O)CC1NC(=O)NC1=O)c1ccc(C)cc1 (configuration not stated)	-0.2	6	5	0.7
O=C(c1ccc([N+](=O)[O-])cc1)N(Cc1ccc(Br)cc1)c1ccc(I)cc1	1.3	-5	-7	0.0
Cc1cc(Cl)ccc1OCc1nc(-c2ccc(O)cc2)n[nH]1	1.0	2	-5	-0.3
C=CCn1c(N)cc(=O)nc1SCC(=O)Nc1ccc(C(C)=O)cc1	-0.5	-39	3	-0.2
COc1cc(/C=C2\N=C(c3ccc([N+](=O)[O-])cc3Cl)OC2=O)cc(Br)c1OC(C)=O	0.9	8	5	0.0
Cc1cnc(C)c(-c2cccc3c2OC(CNC(=O)c2cc(C)on2)C3)n1 (configuration not stated)	-1.9	-20	11	-0.1
Clc1ccc(OC2=C(c3ccccc3)N3CCN=C3S2)cc1	-1.2	1	-4	-0.1

# Remaining list, next part:
# Below each compound: GPR151 ag	TEAD-YAP inh	MITF inh	FBW7 act
O=C(NC1CCN(Cc2ccccc2)CC1)C1COc2ccccc2O1 (configuration not stated)
→ 0.6	5	-10	0.0
COc1ccc(C(=O)N/C(=C\c2cccc([N+](=O)[O-])c2)C(=O)Nc2ccc(C)cc2)cc1Br
→ 0.7	6	7	0.1
Cn1cc(/C=C(\NC(=O)c2ccco2)C(=O)NCCCO)c2ccccc21
→ -0.6	2	8	0.0
CC(C)(C)OC(=O)COc1ccc2c3c(c(=O)oc2c1)CCC3
→ 0.2	-5	-6	-0.1
Cc1cc(NC(=O)Nc2cccc(C#N)c2)c(=O)n(Cc2ccccc2)c1
→ -0.7	4	-3	0.1
CC(C)(C)C(=O)N1CCC(C(=O)NC(c2ccccc2)c2cnccn2)CC1 (configuration not stated)
→ -0.4	-9	-11	0.2
O=c1cc(/C=C/c2ccco2)[nH]c2ccccc12
→ -1.3	-28	23	0.2
O=S(=O)(c1ccccc1F)N1CCN(CCO)CC1
→ -0.8	1	-5	-0.2
CCOc1ccc(C=C2C(=O)NC(=S)NC2=O)cc1Cl
→ -0.4	8	5	0.0
Cc1cc(NC(=O)c2ccc(C)c([N+](=O)[O-])c2)ccc1NC(=O)c1ccccc1
→ 0.7	0	1	0.2
Cc1ccc(-n2ncc3c(SCC(=O)Nc4ccc(C(N)=O)cc4)ncnc32)c(C)c1
→ 5.3*	8	3	0.2
CC1CC(=O)N(c2ccc(NCCc3ccc(O)cc3)c([N+](=O)[O-])c2)C1=O (configuration not stated)
→ 0.3	-6	6	-0.1
O=C(CCN1CCN2CCCCC2C1)N1c2ccccc2Sc2ccc(C(F)(F)F)cc21 (configuration not stated)
→ 1.2	-1	-2	0.1
COc1ccccc1CNC(=O)c1nc(-c2cccnc2)no1
→ -1.4	-7	7	0.0
COc1cccc(C(=O)N2N=C(C(F)F)CC2(O)C(F)F)c1 (configuration not stated)
→ 1.6	2	-18	0.0
c1ccc(N2CCN(C3CCN(Cc4ccncc4)CC3)CC2)cc1
→ -0.3	9	75*	0.2
O=C(O)c1ccc(CNCc2cccc(Oc3ccccc3)c2)cc1
→ -0.4	1	-4	-0.2
Cc1cccc2sc(NC(=O)CCSc3ccccc3)nc12
→ -0.3	3	-12	0.1
O=C(c1cccc(S(=O)(=O)NC2CCCCC2)c1)N1CCCc2ccccc21
→ 0.1	4	-3	0.0
CC(C)(Oc1ccc(Cl)cc1)C(=O)NCc1nc(-c2ccccc2)no1
→ 0.7	8	5	0.0
O/N=C1/CC/C(=N\O)c2nn(-c3ccccc3)nc21
→ -1.9	-15	5	0.0
COc1ccccc1Cn1c(SCc2cccc(Cl)c2)nc2ccccc2c1=O
→ -0.4	-2	14	0.0
COc1ccccc1NC(=O)CSc1nc2ccsc2c(=O)n1Cc1ccccc1
→ 6.0*	4	0	0.0
COc1ccc(C2CC(=O)NC(SCC(=O)OCc3ccccc3)=C2C#N)cc1 (configuration not stated)
→ 0.8	5	-1	-0.2
Cc1ccc(C(=O)Nc2ccc3oc(-c4ccc(C(C)(C)C)cc4)nc3c2)cc1[N+](=O)[O-]
→ 1.1	-7	13	0.1
Cc1cccc2sc(N(Cc3cccnc3)C(=O)c3ccc(S(=O)(=O)N4CCCC4)cc3)nc12
→ 0.6	11	6	0.1
O=C(C1CC1)N1CCN(c2ccc(-c3noc(C4CC4)n3)cn2)CC1
→ -0.6	-11	8	0.7
CCOc1ccc2nc(NCCNC(=O)c3ccccc3OC)c(C#N)cc2c1
→ 0.0	-7	-3	0.3
COc1ccc(CNc2nc(SCC(=O)Nc3cc(C)[nH]n3)nc3ccccc23)cc1
→ -0.5	15	-3	0.1
CC(=O)C1=C(c2cccc([N+](=O)[O-])c2)N(C(C)=O)n2c(nnc2-c2ccc(C)cc2)S1
→ 1.6	1	-12	0.0
CCOC(=O)c1ccc(N=c2oc3ccccc3cc2C(=O)Nc2ccc(C)cc2)cc1
→ -0.6	11	1	0.0
CC(C)(C)C(=O)NS(=O)(=O)c1ccccc1
→ -0.3	-5	-32	-0.1
COCCNC(=O)C(OC(=O)CN1C(=O)COc2ccccc21)c1cccnc1 (configuration not stated)
→ -0.5	-4	7	0.0
NS(=O)(=O)c1ccc(Oc2ccc([N+](=O)[O-])cc2)cc1
→ 1.0	-1	-5	0.6
Cc1cc(C)c(C#N)c(SCC(=O)Nc2ccc(CC#N)cc2)n1
→ -0.6	-19	-14	0.0
COc1ccccc1OCCC(=O)N1C(=O)c2cccc(N)c2C1=O
→ -0.8	-3	5	0.0
CCOC(=O)C1(CC)CC(C)(c2csc(Nc3ccc(C)cc3)n2)OC1=O (configuration not stated)
→ -1.7	6	10	0.2
COc1ccccc1/C=C1\Oc2c(ccc(O)c2CN2CCN(CCO)CC2)C1=O
→ 3.2	10	1	-0.1
Cc1ccc(CN2CCN(Cc3c(C)nn(-c4ccc(F)cc4)c3C)CC2CCO)o1 (configuration not stated)
→ 0.0	-2	8	-0.4
